Screening data as filed in PubChem BioAssay.
Pf gamet viab – late stage P. falciparum gametocyte viability inhibitors, primary screen, ATP luminescence, HTS | inhibition, % at 10.9 µM | P. falciparum stage V gametocytes, 24 h | hit rate 0.065% among 150,000 | AID 743093, 2013;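 active means inhibition above the mean plus 3 SD of compounds within the control limits, set per campaign, cut at about 38% in these data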;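 further: 0% = DMSO wells and 100% = medium only without gametocytes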
Rac1 wt modul – wildtype Rac1 GTP binding modulators, primary screen, biochemical, GST-Rac1 beads, flow cytometry, multiplex; Ras-related C3 botulinum toxin substrate 1 (Homo sapiens), P63000; fluorescent GTP binding; actives lie on both sides; 0 = cold GTP competed, 100 = untreated; GTP binding activity (% of control), % at 10 µM; hit rate 0.27% among 190,000; AID 757, 2007;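 active means GTP binding activity at least 20 points away from the 100% control level, either lower or higher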
Rac1 mut GTP – GTP binding modulators of activated mutant Rac1, primary screen, biochemical, bead-based flow cytometry, multiplex, fluorescent GTP; percent activity (GTP binding), % at 10 µM; hit rate 0.11% among 190,000; AID 764, 2007; Ras-related C3 botulinum toxin substrate 1 (Homo sapiens), P63000; GST-Rac1 activated beads; actives lie on both sides; 100% means binding = to untreated wells;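 active means GTP binding at least 20 percentage points away from the 100% baseline, in either direction, so actives lie on both sides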
HRas wt GTP bind – modulators of GTP binding to HRas wildtype, primary screen, biochemical, bead-based flow cytometry, multiplex; GTP binding activity, % at 10 µM; GST-Ras wt beads, Bodipy-FL-GTP binding; actives lie on both sides; hit rate 0.14% among 190,000;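 active means GTP binding activity at least 20% away from the 100% baseline, either lowered as inhibitor or raised as activator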;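 further: 0% = unlabeled GTP competition control and 100% = no-compound control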
Target sequence (P01112 whole entry, looked up): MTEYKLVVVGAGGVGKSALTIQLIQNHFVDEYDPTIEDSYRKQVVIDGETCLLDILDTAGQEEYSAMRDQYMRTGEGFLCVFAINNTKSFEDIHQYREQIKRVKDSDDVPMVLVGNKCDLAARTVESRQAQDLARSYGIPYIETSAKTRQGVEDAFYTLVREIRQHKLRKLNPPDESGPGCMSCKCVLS
Mcl1-Bid inh – Mcl-1/Bid binding inhibitors, primary screen, biochemical, TR-FRET, 1536-well; hit rate 0.97% among 220,000; Induced myeloid leukemia cell differentiation protein Mcl-1 (Homo sapiens), Q07820; AID 1021, 2008; inhibition, % at 21.7 µM; TR-FRET Mcl-1/Bid-Dy647 peptide binding;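 active means compounds that cut the binding signal by more than half at the single screening dose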;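 further: His-tagged Mcl-1 with europium anti-His antibody binding Bid BH3 peptide; 0% = Mcl-1 plus peptide wells and 100% = peptide-only wells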
Target sequence (Q07820 whole entry, looked up): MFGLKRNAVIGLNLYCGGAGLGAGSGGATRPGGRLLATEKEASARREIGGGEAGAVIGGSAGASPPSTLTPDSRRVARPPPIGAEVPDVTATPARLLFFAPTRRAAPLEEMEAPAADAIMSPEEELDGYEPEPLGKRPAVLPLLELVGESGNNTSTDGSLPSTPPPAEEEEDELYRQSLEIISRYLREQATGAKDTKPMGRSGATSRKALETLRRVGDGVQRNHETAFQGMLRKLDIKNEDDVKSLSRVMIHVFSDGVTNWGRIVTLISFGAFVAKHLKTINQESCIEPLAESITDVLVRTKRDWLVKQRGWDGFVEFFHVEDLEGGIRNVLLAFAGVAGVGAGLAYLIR
Rab7 wt modul – modulators of GTP binding to Rab7, primary screen, biochemical, wildtype, multiplex bead flow cytometry | hit rate 0.055% among 190,000 | GST-Rab7 beads, fluorescent GTP binding; actives lie on both sides; untreated = 100%, excess cold GTP = 0% | GTP binding activity (percent of control), % at 10 µM | Rab7 GTPase wild type (dog), Bodipy-FL-GTP binding;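 active means fluorescent GTP binding to Rab7 beads changed by at least 20 points from the 100% baseline, either direction, mostly lower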;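 further: median green fluorescence of bound Bodipy-FL-GTP per Rab7 bead population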
Rab2 wt GTP – modulators of GTP binding to Rab2A wildtype, primary screen, biochemical, dog, bead-based flow cytometry, multiplex | Ras-related protein Rab-2A (Canis lupus familiaris), P61105 | GST-Rab2 wt beads, Bodipy-GTP binding | GTP binding activity, % at 10 µM | hit rate 0.19% among 190,000;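 active means GTP binding activity at least 20 points away from 100%, either lowered or raised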;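 further: 0% = beads with excess unlabeled GTP and 100% = no-compound control corrected for plate trend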
GSH bead fluor – compound fluorescence on glutathione beads, profiling panel, artefact control, biophysical, 488/530 nm, flow cytometry; hit rate 0.25% among 190,000; fluorescence (KMESF) at 10 µM; GSH beads flow cytometry, compound fluorescence 488/530 nm; stronger effect = higher value; in the data active means fluorescence above about 89;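 further: glutathione beads carrying GST-tagged Bcl family fusion proteins plus one bare bead set; values are compound well signal with DMSO vehicle wells as background; inactives centre near 16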
Cdc42 wt – modulators of GTP binding to wildtype Cdc42, primary screen, biochemical, multiplex bead flow cytometry, Bodipy-GTP; Cell division control protein 42 homolog (Homo sapiens), P60953; GST-Cdc42 beads; actives lie on both sides; percent activity (GTP binding), % at 10 µM; hit rate 0.2% among 190,000;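 active means percent activity GTP binding at least 20 points away from the 100% baseline, either down as inhibitor or up as activator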;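 further: median bead fluorescence of bound Bodipy-FL-GTP at 100 nM; 0% = excess unlabeled GTP control and 100% = no compound control; below 100% means less GTP binding so inhibitor and above means activator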
Target sequence (P60953 whole entry, looked up): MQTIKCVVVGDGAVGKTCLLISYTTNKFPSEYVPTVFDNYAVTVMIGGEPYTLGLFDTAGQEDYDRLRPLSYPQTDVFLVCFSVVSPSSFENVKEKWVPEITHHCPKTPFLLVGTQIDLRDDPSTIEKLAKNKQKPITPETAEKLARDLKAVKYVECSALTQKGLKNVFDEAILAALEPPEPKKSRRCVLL
Avidin fluor – green autofluorescence of compounds with avidin beads – biophysical, 488/530 nm, flow cytometry, artefact control, profiling panel; hit rate 0.38% among 220,000; fluorescence (KMESF) at 10 µM; compound fluorescence 488/530 nm; stronger effect = higher value; in the data active means fluorescence above about 47; further: inactives centre near 10
Mcl1-Noxa inh – Mcl-1/Noxa binding inhibitors, primary screen, biochemical, TR-FRET, 1536-well | Induced myeloid leukemia cell differentiation protein Mcl-1 (Homo sapiens), Q07820 | TR-FRET Mcl-1/Noxa peptide binding, 2 h | inhibition, % at 21.7 µM | hit rate 1.5% among 220,000 | AID 1022, 2008;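 active means compounds that cut the protein-peptide binding signal by more than 50% relative to plate controls in a single-dose test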;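 further: His-tagged Mcl-1 with rhodamine Noxa BH3 peptide and terbium anti-His antibody; 0% = Mcl-1 plus Noxa peptide wells and 100% = peptide-only wells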
The depositor's hits bear a star.

CC1(C)CC(=O)C(C=NCC2CCCO2)=C(O)C1 (stereo not given) was read as Pf gamet viab 13, Rac1 wt modul 97, Rac1 mut GTP 95, HRas wt GTP bind 95, Mcl1-Bid inh 2, Rab7 wt modul 96, Rab2 wt GTP 94, GSH bead fluor 60, Cdc42 wt 97, Avidin fluor 4 and Mcl1-Noxa inh 16.
CC(=O)/C(=C/c1ccc(N(C)C)cc1)C(=O)c1ccccc1 was read as Rac1 wt modul 105, Rac1 mut GTP 99, HRas wt GTP bind 101, Mcl1-Bid inh -14, Rab7 wt modul 104, Rab2 wt GTP 99, GSH bead fluor 11, Cdc42 wt 98, Avidin fluor 6 and Mcl1-Noxa inh 10.
For CCCNc1ncccc1C(N)=O the results were Pf gamet viab -27, Rac1 wt modul 109, Rac1 mut GTP 100, HRas wt GTP bind 104, Mcl1-Bid inh -10, Rab7 wt modul 103, Rab2 wt GTP 101, GSH bead fluor 27, Cdc42 wt 103, Avidin fluor 33 and Mcl1-Noxa inh -17.
For CC(C)CCSc1cc(NCCO)c([N+](=O)[O-])c2nonc12 the results were Pf gamet viab -2, Rac1 wt modul 94, Rac1 mut GTP 93, HRas wt GTP bind 95, Mcl1-Bid inh -24, Rab7 wt modul 97, Rab2 wt GTP 95, GSH bead fluor 10, Cdc42 wt 94, Avidin fluor 20 and Mcl1-Noxa inh 0.
For C=CCc1cccc2cc(C(=O)NC3CCCC3)c(=O)oc12 the results were Pf gamet viab -30, Rac1 wt modul 85, Rac1 mut GTP 89, HRas wt GTP bind 89, Mcl1-Bid inh -12, Rab7 wt modul 98, Rab2 wt GTP 86, GSH bead fluor 14, Cdc42 wt 85, Avidin fluor 9 and Mcl1-Noxa inh 12.
CCOc1ccccc1NC(=O)C1CCN(C(=O)Cc2ccccc2)CC1 was read as Pf gamet viab -7, Rac1 wt modul 103, Rac1 mut GTP 96, HRas wt GTP bind 101, Mcl1-Bid inh -8, Rab7 wt modul 101, Rab2 wt GTP 96, GSH bead fluor 17, Cdc42 wt 97, Avidin fluor 10 and Mcl1-Noxa inh 8.
Screening COc1cc(NC(=O)CSc2nc3ccccc3cc2C)c(C(=O)O)cc1OC returned Rac1 wt modul 97, Rac1 mut GTP 95, HRas wt GTP bind 96, Mcl1-Bid inh -31, Rab7 wt modul 97, Rab2 wt GTP 93, GSH bead fluor 7, Cdc42 wt 95, Avidin fluor 13 and Mcl1-Noxa inh 19.
For C=C1CC2C=C(NC(C)=O)CC(C1)C2 (stereo not given) the results were Rac1 wt modul 101, Rac1 mut GTP 96, HRas wt GTP bind 101, Mcl1-Bid inh -50, Rab7 wt modul 104, Rab2 wt GTP 100, GSH bead fluor 31, Cdc42 wt 100, Avidin fluor 11 and Mcl1-Noxa inh -13.
`CC12CCC(C(=O)N(Cc3ccccc3)Cc3ccccc3)(OC1=O)C2(C)C` (stereo not given) gave Pf gamet viab -26, Rac1 wt modul 107, Rac1 mut GTP 100, HRas wt GTP bind 106, Mcl1-Bid inh 14, Rab7 wt modul 104, Rab2 wt GTP 104, GSH bead fluor 12, Cdc42 wt 105, Avidin fluor 17 and Mcl1-Noxa inh -4.
`O=C(O)c1ccccc1C(=O)NCc1ccc(F)cc1` gave Rac1 wt modul 102, Rac1 mut GTP 98, HRas wt GTP bind 101, Mcl1-Bid inh -14, Rab7 wt modul 105, Rab2 wt GTP 103, GSH bead fluor 16, Cdc42 wt 101, Avidin fluor 9 and Mcl1-Noxa inh 9.
`Cc1nnc(SCc2ccccc2)n(N)c1=O` gave Rac1 wt modul 106, Rac1 mut GTP 103, HRas wt GTP bind 102, Mcl1-Bid inh -53, Rab7 wt modul 102, Rab2 wt GTP 102, GSH bead fluor 16, Cdc42 wt 105, Avidin fluor 18 and Mcl1-Noxa inh -19.
O=C(Nc1ccccc1)Nc1cc(Cl)cc(Cl)c1 was read as Rac1 wt modul 106, Rac1 mut GTP 103, HRas wt GTP bind 102, Mcl1-Bid inh -4, Rab7 wt modul 99, Rab2 wt GTP 100, GSH bead fluor 14, Cdc42 wt 105, Avidin fluor 13 and Mcl1-Noxa inh 14.
Screening O=C(Cn1c(=O)n(CCc2c[nH]c3ccccc23)c(=O)c2cccnc21)Nc1ccccc1F returned Rac1 wt modul 101, Rac1 mut GTP 98, HRas wt GTP bind 100, Mcl1-Bid inh -13, Rab7 wt modul 95, Rab2 wt GTP 99, GSH bead fluor 16, Cdc42 wt 98, Avidin fluor 3 and Mcl1-Noxa inh 1.
`COCc1cc(C)nc(SCC(=O)NCc2ccco2)c1C#N` gave Pf gamet viab -22, Rac1 wt modul 96, Rac1 mut GTP 97, HRas wt GTP bind 97, Mcl1-Bid inh -16, Rab7 wt modul 95, Rab2 wt GTP 96, GSH bead fluor 25, Cdc42 wt 98, Avidin fluor 11 and Mcl1-Noxa inh -11.
For COc1ccccc1C(=O)NC(C)C(c1cccs1)N1CCOCC1 (stereo not given) the results were Pf gamet viab 28, Rac1 wt modul 101, Rac1 mut GTP 98, HRas wt GTP bind 100, Mcl1-Bid inh -16, Rab7 wt modul 99, Rab2 wt GTP 98, GSH bead fluor 33, Cdc42 wt 100, Avidin fluor 7 and Mcl1-Noxa inh 5.
For Cc1cc(C)cc(-n2nnnc2SCC(=O)Nc2cccc(NC(=O)c3ccco3)c2)c1 the results were Pf gamet viab -25, Rac1 wt modul 103, Rac1 mut GTP 98, HRas wt GTP bind 103, Mcl1-Bid inh -6, Rab7 wt modul 109, Rab2 wt GTP 103, GSH bead fluor 10, Cdc42 wt 104, Avidin fluor 22 and Mcl1-Noxa inh 16.
COc1cc(/C=N/NC(=S)Nc2cccc(C(=O)O)c2)ccc1O was read as Pf gamet viab -30, Rac1 wt modul 89, Rac1 mut GTP 94, HRas wt GTP bind 93, Mcl1-Bid inh -60, Rab7 wt modul 96, Rab2 wt GTP 94, GSH bead fluor 12, Cdc42 wt 95, Avidin fluor 19 and Mcl1-Noxa inh 13.
For Cn1c(=O)c2c(nc(N/N=C3\CCCc4ccccc43)n2Cc2ccc(F)cc2)n(C)c1=O the results were Pf gamet viab 4, Rac1 wt modul 99, Rac1 mut GTP 97, HRas wt GTP bind 96, Mcl1-Bid inh -35, Rab7 wt modul 96, Rab2 wt GTP 95, GSH bead fluor 18, Cdc42 wt 95, Avidin fluor 1 and Mcl1-Noxa inh 7.
`O=C(OCC#CCSc1nc2ccccc2o1)c1ccco1` gave Pf gamet viab -9, Rac1 wt modul 86, Rac1 mut GTP 90, HRas wt GTP bind 90, Mcl1-Bid inh -10, Rab7 wt modul 92, Rab2 wt GTP 93, GSH bead fluor 35, Cdc42 wt 91 and Avidin fluor 10.
`NC(=O)CC(NC(=O)OCc1ccccc1)C(=O)O` (stereo not given) gave Pf gamet viab 2, Rac1 wt modul 102, Rac1 mut GTP 100, HRas wt GTP bind 99, Mcl1-Bid inh 7, Rab7 wt modul 95, Rab2 wt GTP 99, GSH bead fluor 74, Cdc42 wt 99, Avidin fluor 11 and Mcl1-Noxa inh -3.

The last three records of the section before open the next one.
For Cn1c(=O)c2c(nc(N/N=C3\CCCc4ccccc43)n2Cc2ccc(F)cc2)n(C)c1=O the results were Pf gamet viab 4, Rac1 wt modul 99, Rac1 mut GTP 97, HRas wt GTP bind 96, Mcl1-Bid inh -35, Rab7 wt modul 96, Rab2 wt GTP 95, GSH bead fluor 18, Cdc42 wt 95, Avidin fluor 1 and Mcl1-Noxa inh 7.
`O=C(OCC#CCSc1nc2ccccc2o1)c1ccco1` gave Pf gamet viab -9, Rac1 wt modul 86, Rac1 mut GTP 90, HRas wt GTP bind 90, Mcl1-Bid inh -10, Rab7 wt modul 92, Rab2 wt GTP 93, GSH bead fluor 35, Cdc42 wt 91 and Avidin fluor 10.
`NC(=O)CC(NC(=O)OCc1ccccc1)C(=O)O` (stereo not given) gave Pf gamet viab 2, Rac1 wt modul 102, Rac1 mut GTP 100, HRas wt GTP bind 99, Mcl1-Bid inh 7, Rab7 wt modul 95, Rab2 wt GTP 99, GSH bead fluor 74, Cdc42 wt 99, Avidin fluor 11 and Mcl1-Noxa inh -3.
Screening CCC1C=C(c2ccccc2)C=CN=C1N(CC)CC (stereo not given) returned Pf gamet viab -1, Rac1 wt modul 107, Rac1 mut GTP 101, HRas wt GTP bind 100, Mcl1-Bid inh -59, Rab7 wt modul 99, Rab2 wt GTP 98, GSH bead fluor 5, Cdc42 wt 100, Avidin fluor 1 and Mcl1-Noxa inh 6.
CN(C(=S)Nc1ccccc1)c1ccccc1 was read as Rac1 wt modul 104, Rac1 mut GTP 101, HRas wt GTP bind 104, Mcl1-Bid inh -50, Rab7 wt modul 103, Rab2 wt GTP 103, GSH bead fluor 12, Cdc42 wt 97, Avidin fluor 3 and Mcl1-Noxa inh 4.
N#Cc1c(-c2cccs2)cc(-c2cccnc2)nc1N was read as Pf gamet viab 19, Rac1 wt modul 99, Rac1 mut GTP 97, HRas wt GTP bind 96, Mcl1-Bid inh 11, Rab7 wt modul 100, Rab2 wt GTP 96, GSH bead fluor 13, Cdc42 wt 97, Avidin fluor 8 and Mcl1-Noxa inh -7.
Screening CCNC(=S)N1CCN=C1Nc1nc(C)cc(C)n1 returned Pf gamet viab 16, Rac1 wt modul 97, Rac1 mut GTP 97, HRas wt GTP bind 95, Mcl1-Bid inh -6, Rab7 wt modul 94, Rab2 wt GTP 95, GSH bead fluor 21, Cdc42 wt 96, Avidin fluor 7 and Mcl1-Noxa inh -15.
For Cc1ccc(-n2ncc(C#N)c2/N=C/N2CCOCC2)cc1 the results were Rac1 wt modul 95, Rac1 mut GTP 91, HRas wt GTP bind 95, Mcl1-Bid inh 5, Rab7 wt modul 96, Rab2 wt GTP 95, GSH bead fluor 26, Cdc42 wt 93, Avidin fluor 22 and Mcl1-Noxa inh -1.
